Assay outcomes as filed in PubChem.
D3 ag = D3 dopamine receptor (human) agonism. D3R DiscoveRx beta-arrestin cells, luminescence, 90 min. max activation, %. hit rate 0.58% among 410,000; in the data active means max activation above about 30%; further: 0% is about no effect; mostly tested at two doses, the higher about 12 µM
Target sequence (P35462 whole entry, looked up): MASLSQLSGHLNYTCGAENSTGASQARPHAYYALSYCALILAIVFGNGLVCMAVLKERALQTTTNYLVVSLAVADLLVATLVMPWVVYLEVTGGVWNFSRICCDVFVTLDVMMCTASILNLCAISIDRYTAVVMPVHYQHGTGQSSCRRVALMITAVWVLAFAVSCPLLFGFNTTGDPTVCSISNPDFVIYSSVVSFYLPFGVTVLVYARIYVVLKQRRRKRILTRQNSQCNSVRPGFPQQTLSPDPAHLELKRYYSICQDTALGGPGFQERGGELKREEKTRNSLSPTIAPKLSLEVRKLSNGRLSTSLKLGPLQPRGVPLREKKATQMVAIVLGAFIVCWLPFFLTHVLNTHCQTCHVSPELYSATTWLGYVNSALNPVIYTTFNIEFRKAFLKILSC
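Cells at 1500/well, incubated overnight, then treated with pinned compounds (dopamine as control) for 90 min at 37 degrees C. DiscoveRx reagent added for 30 - 60 minutes at room temperature; luminescence read.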
SW480 rerep = DNA re-replication induction in SW480 cells; SW480 DNA re-replication, Hoechst DNA content imaging, 48 h; Potency, µM (top dose mostly 46.1 µM), for inactives: at the highest dose re-replication activation, actives largely listed as activators; hit rate 1.8% among 340,000; AID 624297; further: potency means the concentration at half of the fitted maximal effect; % of control where 0% means no effect; nearly all actives have a fitted effect of over 55% in size
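Readout is total intensity of Hoechst-stained nuclei, excited at 405 nm and collected at 500-530 nm. Compound treatment lasted 48 hr at 37 C in 5% CO2 before staining.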
KB-V1 MDR tox = kills drug-selected multidrug resistant KB-V1 cells; Potency, µM (titrated, usually from 46.1 µM), for the others: at the highest dose activity change, negative = cytotoxicity, usual class: cytotoxic; KB-V1 MDR cells viability, CellTiter-Glo, 72 h; hit rate 3.4% among 400,000; further: potency means the concentration at half of the fitted maximal effect; on the % scale 0 is the no-effect control and ±100 the full control effect; nearly all actives have a fitted effect of over 60% in size
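KB-V1 MDR subline cells in DMEM (phenol-red free, 10% FBS) exposed to compounds in qHTS concentration series for 72 h at 37 degrees C. Viability read by CellTiter-Glo luminescence; concentration-effect curves fitted after normalization and correction.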
IL-1B inflam inh = blocks inflammasome-driven IL-1 beta release | THP-1 LPS/ATP IL-1B secretion, AlphaLISA, 16 h; hits give low values | activity change, % at 57.5 µM | hit rate 4.7% among 360,000; in the data active means activity change below about -50%; inconclusive means mostly about -30% to -49%; further: on the % scale 0 is the no-effect control and ±100 the full control effect
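Secreted IL-1B measured by AlphaLISA bead assay after 16 h compound exposure of THP-1 cells; compounds (final up to 57.5 uM) added 1 h before LPS (250 ng/mL) and ATP (1.25 mM) stimulation; lower signal means less secretion.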
HEK293 tox = cytotoxicity in counter-screen for GLP-1R inverse agonists; Potency, µM (series often up to 38.3 µM), inactives show at the highest dose activity change, negative = inhibition, actives largely listed as inhibitors; hit rate 0.13% among 410,000; HEK293 cAMP-luciferase reporter cells, luminescence, 24 h;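 further: loss of luciferase light is scored as toxicity; potency means the concentration at half of the fitted maximal effect; on the % scale 0 is the no-effect control and ±100 the full control effect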
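Cells in DMEM/10% Nu serum/1% pen-strep, 1536-well format. Pre-incubated 12 h, dosed with 23 nL compound, incubated a further 24 h. Luciferase detection, 12 min at room temp, luminescence.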
HT1080NT lethal = kills 2HG-producing HT-1080-NT fibrosarcoma cells; Potency, µM (highest dose often 46.1 µM), for the others: at the top dose activity, negative = less viability, usual class: cytotoxic; hit rate 1.6% among 360,000; HT-1080-NT fibrosarcoma viability, CellTiter-Glo ATP luminescence, 48 h; AID 686970;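 further: NT is the 2HG producing partner of a matched IDH1 knockdown line; potency means the concentration at half of the fitted maximal effect; 0% = DMSO-treated cells and -100% = media-only wells without cells; nearly all actives have a fitted effect of over 55% in size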
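A 48-hour cytotoxicity screen used HT-1080-NT cells plated 2 hours before compound delivery. ATP-based CellTiter-Glo luminescence measured viability, normalized to DMSO and no-cell controls.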
MCF10A rereplic = induces DNA re-replication in MCF 10a normal breast cells; MCF 10A DNA re-replication, Hoechst nuclear intensity, 48 h; Potency, µM (titrated, usually from 46.1 µM), without a hit: at the top dose activity, positive = re-replication, most hits filed as activators; hit rate 2.9% among 350,000; further: potency means the concentration at half of the fitted maximal effect; % of control where 0% means no effect; nearly all actives have a fitted effect of over 50% in size
HT1080 IDH1KD tx = HT-1080 IDH1 knockdown cell toxicity (counter line). AID 686971. HT-1080 IDH1 knockdown viability, ATP luminescence, 48 h. hit rate 2% among 360,000. Potency, µM (titrated, usually from 46.1 µM), for the others: at the highest dose activity, negative = toxicity, actives largely listed as cytotoxic;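 further: potency means the concentration at half of the fitted maximal effect; 0% = DMSO wells and -100% = cell-free medium wells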
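Viability of IDH1-knockdown HT-1080 fibrosarcoma cells was assessed by CellTiter-Glo after 48 h at 37 °C with titrated compound; concentration-effect curves were classified by fit quality and response size.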
KB-3-1 cytotox = kills parental KB-3-1 adenocarcinoma cells. Potency, µM (titrated, usually from 46.1 µM), for inactives: top-dose activity change, negative = cytotoxic, hits mostly cytotoxic. AID 1347075. KB-3-1 viability, CellTiter-Glo ATP luminescence, 72 h. hit rate 1.4% among 400,000; further: potency means the concentration at half of the fitted maximal effect; on the % scale 0 is the no-effect control and ±100 the full control effect; nearly all actives have a fitted effect of over 60% in size
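72 h, 37 °C compound treatment of KB-3-1 parental cells; CellTiter-Glo added, 10 min, luminescence read. Data corrected against DMSO-only plates and normalized before curve fitting.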
Active calls of the source: *; ? = inconclusive; . = no result given; & = joins results of further samples; [ ] = remark or other dose. Unless noted, the call rests on the fitted dose curve; in most records, active means well fitted curve in the direction sought with a large enough effect; inconclusive means small, poorly fitted or top-dose-only effect, or another doubt; inactive means no such curve, though single readings can be large; an effect the other way counts as inactive or inconclusive.

SMILES	D3 ag	SW480 rerep	KB-V1 MDR tox	IL-1B inflam inh	HEK293 tox	HT1080NT lethal	MCF10A rereplic	HT1080 IDH1KD tx	KB-3-1 cytotox
COc1cc(Cl)c(C)cc1NC(=O)COC(=O)c1cc(SC)ccc1Cl	8	-9%	-1%	-4	4%	10%	-2%	7%	10%
CC(C)CCNC(=O)Cn1c(=O)oc2cc(S(=O)(=O)N3CC(C)CC(C)C3)ccc21 (stereo not drawn)	-1	-20%	-16%	-9	-8%	0%	-2%	-6%	0%
CCN(CC)CCN(Cc1cc2ccc(C)cc2[nH]c1=O)C(=S)Nc1ccccc1C(=O)OC	-19	?	?	-77*	-31%	?	9%	18µM*	?
Cc1noc(C)c1CN1C(=O)NC(Cc2ccccc2)(Cc2ccccc2)C1=O	-9	1%	-5%	0	-11%	18%	28%	11%	-18%
CC1=C(C)CC(C(=O)NNC(=O)c2csc3c2CCC(C(C)(C)C)C3)C(C(=O)O)C1 (stereo not drawn)	1	29µM*	14%	20	7%	8%	-9%	7%	8%
COc1ccc(C2/C(=C(/O)c3ccccc3)C(=O)C(=O)N2C)c(OC)c1 (stereo not drawn)	2	-2%	16%	-12	-19%	10%	-2%	11%	17%
Cc1cc(Br)cc(C)c1NC(=S)NC(=O)CC(C)C	2	-1%	2%	51	-11%	-2%	5%	-5%	8%
COCc1nnc(NC(=O)C2CC(=O)N(C3CCCC3)C2)s1 (stereo not drawn)	5	-15%	12%	0	5%	4%	-26%	4%	8%
CCOC(=O)Cn1c(=O)n(-c2ccccc2OC)c2nc(-c3ccccc3C)nc(C(N)=O)c21	6	.	-27%	.	-2%	.	.	.	11%
COc1ccc(C(=O)NCCS(=O)(=O)NCc2cccnc2)cc1	-7	?	4%	5	-3%	11%	1%	10%	1%
CC1(C)Cc2c(sc3ncnc(NN)c23)CO1	3	?	10%	70	-8%	1%	9%	6%	21%
COc1ccccc1CNC(=O)COC(=O)c1c[nH]c2ccccc12	-1	-42%[inhibitor]	-6%	-2	8%	-1%	?	-17%	-10%
Cc1cccc(CN2CCN(C(C)C(=O)NC(C)c3ccccc3)CC2)c1 (stereo not drawn)	-17	?	-4%	-5	-19%	-2%	10%	-2%	0%
O=C(Nc1ccc2c(c1)C(=O)N(C1CCCCC1)C2=O)C1CCCO1 (stereo not drawn)	3	4%	6%	-22	3%	2%	15%	-7%	-9%
COc1ccc(Cl)cc1NC(=O)CNc1ccccc1CN(C)C1CCCCC1	-12	16%	?	-214*	?	?	10%	16µM*	-14%
CC(=O)c1ccc(Nc2c(C)n(C)n(-c3ccccc3)c2=O)cc1	4	?	1%	-6	-1%	0%	-41%[inhibitor]	1%	12%
COCCn1c(SCC(=O)Nc2cccc(C(=O)OC)c2)nc2ccccc2c1=O	-2	1%	-27%	35	3%	-6%	2%	-14%	-2%
Cc1ccc(C(=O)OCC(=O)NC(C)c2ccccc2)s1 (stereo not drawn)	25	-4%	7%	-12	-1%	7%	-40%	3%	6%
CN(C)C(CNS(=O)(=O)c1ccc2ccccc2c1)c1ccccc1 (stereo not drawn)	0	6%	5%	-19	1%	-1%	28%	-5%	-2%
Cc1ccc(NS(=O)(=O)c2ccc(C)c(NC(=O)c3ccc(S(=O)(=O)N4CCCCCC4)cc3)c2)c(C)c1	3	.	11%	8	3%	-3%	.	-11%	-11%
CCCC1=Nc2cc(C(=O)N3CCC(C(=O)OCC)CC3)ccc2Sc2ccccc21	-2&-11	-16%	0%&5%	-4	-4%&-19%	?	13%	-12%	9%&19%
Cc1ccc(C)c(S(=O)(=O)N2CCNCC2)c1	-8	1%	-19%	-10	1%	-1%	?	-5%	-1%
CC(C)(C)C(=O)Cn1ncc(N2CCOCC2)c(Br)c1=O	-2	1%	2%	-3	5%	-9%	-18%	-2%	4%
Cc1ccc(NC(=O)COC(=O)c2oc3ccccc3c2C)cc1S(=O)(=O)N1CCOCC1	-4	-1%	-20%	7	4%	-18%	-3%	0%	-4%
Cc1ccc(CNS(=O)(=O)c2ccc3c(c2)OCCO3)cc1	-9	-81%[inhibitor]	-19%	6	1%	6%	-3%	0%	-12%

2 compounds drawn at random from those above:
SMILES	D3 ag	SW480 rerep	KB-V1 MDR tox	IL-1B inflam inh	HEK293 tox	HT1080NT lethal	MCF10A rereplic	HT1080 IDH1KD tx	KB-3-1 cytotox
CC(C)CCNC(=O)Cn1c(=O)oc2cc(S(=O)(=O)N3CC(C)CC(C)C3)ccc21 (stereo not drawn)	-1	-20%	-16%	-9	-8%	0%	-2%	-6%	0%
COCCn1c(SCC(=O)Nc2cccc(C(=O)OC)c2)nc2ccccc2c1=O	-2	1%	-27%	35	3%	-6%	2%	-14%	-2%

Carrying on:
SMILES	D3 ag	SW480 rerep	KB-V1 MDR tox	IL-1B inflam inh	HEK293 tox	HT1080NT lethal	MCF10A rereplic	HT1080 IDH1KD tx	KB-3-1 cytotox
Cc1ccc(S(=O)(=O)N(CC(=O)Nc2ccc(C(C)C)cc2)Cc2ccccc2)cc1	5	.	?	.	-6%	.	.	.	18%
CCOC(=O)c1sc(NC(=O)CSc2ccccn2)c(C#N)c1C	13	15%	24%	22	0%	3%	21µM*	28%[9.24 µM]	-5%
CC(=O)C(Sc1ncnc2c1nnn2-c1ccc(F)cc1)C(=O)N(C)C (stereo not drawn)	4	-5%	19%	-30	-12%	17%	14%	16%	16%
CCC(C)NC(=O)CCCn1c(=O)c2cccn2c2ccccc21 (stereo not drawn)	1	.	12%	.	-3%	.	.	.	-2%
C[C@@H]1CC[C@]2(O[C@@H](CCO)C[C@H](O)[C@H]2O)O1	-14	-3%[9.22 µM]	-8%	-5	-3%	9%	-3%	7%	3%
O=C(CNC(=O)c1ccc(-c2ccccc2)cc1)Nc1cccc(CO)c1	-7	9%	-2%	40	-1%	-6%	11%	-16%	0%
COCC(=O)Nc1c(C(=O)Nc2cccc(OC)c2)oc2ccccc12	9	3%	12%	-14	14%	-25%	3%	-15%	13%
CC1=NN(c2nc(-c3ccc(C#N)cc3)cs2)C(=O)C1	16	-3%	0%	9	-12%	-10%	7%	-11%	5%
O=C(CCC(=O)Nc1ccc(F)cc1)N/N=C/c1ccccc1O	2	-6%	-2%	150	4%	-1%	11%	-16%	9%
CCCCN1C(=O)C2NN=C(C(=O)OC)C2C1=O (stereo not drawn)	0	-4%	21%	-25	-3%	7%	-2%	1%	-6%
Cc1ccc(SCC(=O)NC(C)(C)C)cc1	2	0%	-13%	2	2%	15%	2%	7%	2%
CCOC(=O)C1=C(C)NC(=O)NC1c1ccc(Cl)cc1Cl (stereo not drawn)	15	-4%	-7%	-9	-15%	-3%	-2%	-11%	3%
CCCn1c(SCC(=O)N2CCc3ccccc3C2)nc(O)cc1=O	-8	14%	-6%	15	8%	1%	8%	-9%	?
O=C(CN1C(=O)NC(c2ccc(F)cc2)C1=O)Nc1ccc2c(c1)OCCO2 (stereo not drawn)	-5	-19%	-12%	-21	5%	-3%	11%	-3%	-1%
CCc1cc(C(=O)N(C)CC(=O)N(CC(C)C)c2c(N)n(CC(C)C)c(=O)[nH]c2=O)sc1C	-4	29%	-4%	-2	1%	0%	7%	9%	5%
O=C(COc1ccc(S(=O)(=O)N2CCCC2)cc1)Nc1ccc(F)cc1	19	-35%[inhibitor]	4%	3	-7%	12%	?	5%	15%
O=C(COC(=O)C1CCCO1)Nc1nc(-c2ccc(F)cc2)cs1 (stereo not drawn)	4	5%	16%	-13	-10%	7%	3%	2%	4%
CCOc1ccc(C2C(=O)N(C3CCCCC3)CC(=O)N2CC2CCCO2)cc1OC (stereo not drawn)	3	1%	18µM*	11	-11%	5%	-2%	17%	12%
COc1ccc(CNC(=O)COC(=O)c2cc(-c3ccc(Cl)s3)nc3ccccc23)cc1	7	?	0%	-2	103%[activator]	?	?	?	-4%
O=C(CN(CC1CCCO1)C(=O)CNS(=O)(=O)c1ccc(Cl)cc1)NCc1ccccc1 (stereo not drawn)	-26	-1%	-14%	5	6%	5%	-1%	13%	2%
COc1ccc(CN(C)C(C)C(=O)Nc2ccc([N+](=O)[O-])cc2Cl)cc1OC (stereo not drawn)	6	?	5.2µM*	5	-3%	-12%	18%	-14%	5%
O=C(Nc1ccccc1F)c1ccc(CNS(=O)(=O)c2cccc(C(F)(F)F)c2)cc1	-4	-3%	0%	3	11%	?	-4%	?	0%
O=C(/C=C/c1cn(-c2ccccc2)nc1-c1cccnc1)c1ccco1	-7	?	21µM*	-96*	?	?	?	?	?
O=C1CCCN1CN(C(=O)c1ccccc1)c1ccc(F)cc1	-5	-5%	1%	9	3%	-4%	1%	11%	8%
O=C(Nc1c2c(nn1-c1ccc(F)cc1)CS(=O)C2)c1ccco1 (stereo not drawn)	-3	-2%	22%	35	-4%	10%	-2%	8%	6%

Next part
SMILES	D3 ag	SW480 rerep	KB-V1 MDR tox	IL-1B inflam inh	HEK293 tox	HT1080NT lethal	MCF10A rereplic	HT1080 IDH1KD tx	KB-3-1 cytotox
CCCCCNC(=O)C(C1CC1)n1c(=O)c(-c2cc3ccccc3[nH]2)nc2ccccc21 (stereo not drawn)	9	.	?	-3	.	?	.	?	-9%
O=C(COC(=O)c1ccccc1)NC12CC3CC(CC(C3)C1)C2	-17	0%	-1%	-10	-2%	0%	6%	-13%	0%
COc1ccc(C(c2nnnn2CCc2ccccc2)N2CCN(C)CC2)cc1OC (stereo not drawn)	6	-8%	16%	-7	-2%	9%	1%	-2%	-2%
CN(C)S(=O)(=O)c1cccc(C(=O)N(Cc2ccc(F)cc2)Cc2ccco2)c1	-6	2%	-20%	-10	6%	-11%	3%	-9%	-13%
CC(C)(C)OC(=O)N[C@@H](Cc1ccccc1)C(=O)N[C@@H](CO)[C@H](O)[C@@H]1C[C@@H]1C(=O)NC1CC1	0	-10%	-14%	-2	?	12%	6%	5%	17%
CSc1nc(O)c(Nc2cccc(Cl)c2)c(=O)[nH]1	-3	-1%	-1%	0	5%	5%	1%	4%	9%
Cc1ccc(-n2c(=O)cc(N3CCN(Cc4ccccc4)CC3)[nH]c2=O)cc1	-6	4%	2%	-22	-3%	-6%	5%	-1%	0%
